Compound activity (PubChem)
NOD2 inhibition: NOD2 signaling inhibitors, cell-based, luminescence, uHTS, HEK293 (AID 1566); HEK293 NOD2/NF-kB luciferase reporter, luminescence; higher % means a stronger effect; inhibition, % at 4 µM, or EC50 in µM where a hit was titrated; 290,000 compounds, 0.63% hits; in the data active means inhibition above about 50%; further: many of its hits are not listed in these tables
P. falciparum M17LAP: P. falciparum M17LAP inhibitors, primary screen, biochemical, fluorogenic H-Leu-NHMec substrate, 1536-well (AID 1619). recombinant M17LAP, H-Leu-NHMec fluorogenic kinetic assay; higher % means a stronger effect. Leucine aminopeptidase (Plasmodium falciparum (isolate 3D7)). 220,000 compounds, 0.38% hits. one-dose inhibition, % at 30 µM; IC50 in µM for titrated hits;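 active means compound inhibiting the enzyme by more than half at any dose during confirmatory dose-response retesting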;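 further: plate controls were full reaction with DMSO carrier for no effect and no enzyme background for full effect; strong numbers were not always called active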
MT stabilize HCS: microtubule stabilizers in HeLa cells, primary screen, imaging, high-content imaging; HeLa tubulin immunostaining HCS, 24 h; share of cells brighter than vehicle mean+2SD; % tubulin-high responders, % at 10 µM; 200,000 compounds, 0.83% hits; AID 2205, 2009;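 active means plate Z-score above 3 for both tubulin-high and condensed-nucleus cell shares, with cell loss under 80%, at 10 µM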;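 further: anti alpha tubulin signal scored within the nucleus-defined area of each cell; some results filed as inactive read as strong as hits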
NOD1 NF-kB reporter: NOD1 signaling inhibitors, primary screen, cell-based, luminescence, uHTS (AID 1578); 290,000 compounds, 1% hits; inhibition, % at 4 µM, or EC50 in µM where a hit was titrated; NOD1-driven NF-kB luciferase reporter cells, luminescence; higher % means a stronger effect; in the data active means inhibition mostly above about 36%, no sharp cut-off; inactive means mostly below about 34%;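 further: HEK-293T reporter cells stimulated with the NOD1 agonist gamma-tri-DAP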
Yfh1-off respiration: enhancers of respiration in Yfh1-depleted yeast, dose response, Friedreich's ataxia, plus single-dose screen (AID 1465) | S. cerevisiae Yfh1-off respiration, WST-1 reduction, 72 h; higher fold induction means a stronger effect | fold induction at 50 µM, or EC50 in µM where a hit was titrated | 220,000 compounds, 0.074% hits;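 active means fold induction of absorbance versus untreated yeast above a set limit, then at least 30% activation at any dose in follow-up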;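 further: activators that raise dye reduction in frataxin-depleted yeast; strong numbers were not always called active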
Insulin prom up: insulin promoter activators in MIN6 cells, imaging, high-content screening, mouse beta cells; MIN6 insulin promoter-GFP reporter; active compounds read high; z-score at 5 µM; 190,000 compounds, 0.3% hits; AID 1625, 2009;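 active means z-score above 3 at 5 µM with at least 500 cells counted in the well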
Autophagy HCS: autophagy modulators in MEF cells, primary screen, imaging, high-content, MEF GFP-LC3; 190,000 compounds, 0.98% hits; MEF GFP-LC3 puncta imaging; test concentration mostly 10 µM; calls only at 10 µM (by protocol); AID 463193, 2010;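 active means percentage of spot-positive cells more than 3 SD above its plate mean, without a fluorescence outlier flag or 80% toxicity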;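 further: spot-positive cell cutoff set from DMSO-treated cells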
Dynein cargo inh: inhibitors of GR-EGFP nuclear translocation, primary screen, dynein cargo transport inhibitor project, imaging, high-content, 3617.4 mouse cells; test concentration mostly 20 µM; stimulated with dexamethasone, 1 µM; active compounds read low; z-score, hits read low; 220,000 compounds, 0.47% hits; AID 1381, 2008;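 active means plate z-score of nuclear minus cytoplasmic receptor signal below a set negative limit, without overly bright fluorescence or cell loss, cut at about -3.5 in these data, passing the limit was not always enough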;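 further: z-score of nuclear minus cytoplasmic ring GR-EGFP intensity difference per well; some compounds called inactive have numbers as strong as hits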
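medium = tetracycline-free induction medium containing charcoal-stripped FBS | probe or stimulus = dexamethasone, 1.0 µM final | timing = 48 h induction, then 1 h compound, then 30 min agonist, 37 °C | detection = automated 10x imaging of fixed Hoechst-stained cells | read-out basis = nuclear versus cytoplasmic GR-EGFP signal, averaged per well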
bCat nuc transl: modulators of beta-catenin nuclear translocation, primary screen, imaging, HeLa cells, immunofluorescence, high-content; 190,000 compounds, 0.3% hits; nuclear translocation activity, % at 5 µM;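 active means nuclear translocation activity above 50% at 5 µM, with a well cell count of 50 or more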;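 further: per-cell ratio of nuclear to cytoplasmic median beta-catenin stain intensity; plate controls were DMSO negative control for no effect and GSK-3 inhibitor IX positive control for full effect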
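Signal – beta-catenin immunofluorescence imaging with DAPI · Test system – human HeLa cell line · Dosing – 5 µM primary single dose, 0.1% DMSO, 0.02–20 µM confirmation series · Measure – % activation, nuclear-to-cytoplasmic median beta-catenin signal ratio per cell · Incubation – 24 h compound exposure at 37°C, 5% CO2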
Dynein cargo inh cytoplasmic EGFP: second read-out of Dynein cargo inh, no call of its own (marks repeat the call); z-score; measured here: cytoplasmic GR-EGFP intensity; active compounds read high
Dynein cargo inh nuclear GR-EGFP: recorded beside Dynein cargo inh, whose call it bears; z-score; measured here: nuclear GR-EGFP intensity;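 lower value marks the stronger effect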
Dynein cargo inh cell count: second read-out of Dynein cargo inh, no call of its own (marks repeat the call); z-score; measured here: cell count per field
Insulin prom up cell count: further read-out of Insulin prom up, marked with its call; cell count; measured here: cytotoxicity, nuclei count;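 total cells summed across four imaged fields per well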
bCat nuc transl cell count 5 µM: second read-out of bCat nuc transl, no call of its own (marks repeat the call); cell count; measured here: cell count, cytotoxicity flag
MT stabilize HCS Hoechst-high %: further read-out of MT stabilize HCS, marked with its call; % Hoechst-high responders; measured here: nuclear condensation Hoechst responders;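 share of cells brighter than vehicle mean plus two SD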
MT stabilize HCS cytotoxicity %: further read-out of MT stabilize HCS, marked with its call; toxicity, %; measured here: cytotoxicity by cell density;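 0% = mean cell density of plate MIN control wells and 100% = no cells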
Autophagy HCS cell loss 18 h: also measured in Autophagy HCS; calls as there; toxicity, %; measured here: cell loss, nuclei count;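 cell loss after 18 h compound exposure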
* hit, by the source's call; i = inactive; . = not tested or not shown.

Order of results: NOD2 inhibition, P. falciparum M17LAP, MT stabilize HCS, MT stabilize HCS Hoechst-high %, MT stabilize HCS cytotoxicity %, NOD1 NF-kB reporter, Yfh1-off respiration, Insulin prom up, Insulin prom up cell count, Autophagy HCS, Autophagy HCS cell loss 18 h, Dynein cargo inh, Dynein cargo inh cytoplasmic EGFP, Dynein cargo inh nuclear GR-EGFP, Dynein cargo inh cell count, bCat nuc transl, bCat nuc transl cell count 5 µM
Cc1cccc(Cc2c(C)nc3c(C(=O)N4CCN(Cc5ccc6c(c5)OCO6)CC4)cnn3c2C)c1
 : 44%, 3%, 1.8, 1.9, 5.0, 50%, i, -0.29, 1604, i, 1, -0.27, -0.22, -0.27, 0.29, 1.7, 1215
NS(=O)(=O)c1ccc(CCNC(=O)/C=C/c2ccccc2[N+](=O)[O-])cc1
 : 13%, 23%, 3.1, 3.4, 2.8, -14%, i, -0.55, 1232, i, -1, 0.74, -0.15, 0.71, -0.43, -1.2, 1137
Cc1ccc(NS(=O)(=O)c2cc(C(=O)N(C)C)ccc2C)cc1C
 : -4%, 5%, 2.3, 1.1, 3.7, -25%, i, 0.14, 1489, i, -21, 0.33, -0.28, 0.34, -0.19, 0.7, 1409
CC(N=Cc1cccc(O)c1O)c1ccccc1 (stereo not given)
 : 2%, 3%, 4.4, 2.7, 5.2, -6%, i, -0.44, 1253, i, 12, 1.3, -0.15, 1.3, -1.3, 1.8, 908
COc1ccc(OC)c(S(=O)(=O)Nc2ccccc2C(=O)O)c1
 : 7%, 10%, 2.2, 2.2, 7.4, -12%, i, ., ., i, 1, 1.1, 0.52, 0.83, 1.5, -1.5, 1120
NCC[C@H](O)C(=O)N[C@@H]1C[C@H](N)[C@@H](O[C@H]2O[C@H](CN)[C@@H](O)[C@H](O)[C@H]2O)[C@H](O)[C@H]1O[C@H]1O[C@H](CO)[C@@H](O)[C@H](N)[C@H]1O
 : 3%, -6%, 2.5, 2.7, 6.8, -33%, ., ., ., i, 14, -0.54, -0.19, -0.082, 1.2, 0.3, 600
O=C(CNc1cccc2ccccc12)N/N=C/c1cccc(Oc2ccccc2)c1
 : -21%, 10%, 5.6, 0.6, 7.1, -22%, i, ., ., i, -8, 0.34, -0.23, 0.22, 0.85, 3.2, 1096
COc1ccc(-c2nn(CCC#N)cc2/C=N/O)cc1OC
 : 1%, -7%, 1.5, 1.8, 6.1, -12%, i, 0.13, 1065, i, 13, 0.05, -0.032, 0.11, -0.42, -1.3, 1073
COC(=O)c1c(C(=O)OC)c2ccncn2c1Cl
 : 8%, 11%, 1.6, 1.1, 6.1, 6%, i, -0.73, 968, i, -6, -0.45, 0.25, 0.11, 0.68, -0.3, 999
Nc1nnc(CSCc2ccccc2Cl)s1
 : 25%, 3%, ., ., ., -2%, i, -0.08, 1358, ., ., 0.25, -0.021, 0.14, -0.51, -1.8, 1194
CC(=O)N1C(C(=O)O)CSC1c1cccc(C)c1 (stereo not given)
 : -6%, -6%, 1.5, 1.2, 4.5, -4%, i, 0.54, 954, i, -4, -1.1, 0.18, -0.24, 0.42, ., .
Cc1ccc(NC(=S)NCc2ccc3c(c2)OCO3)cc1
 : -13%, 0%, 4.4, 1.5, 2.3, -14%, ., -0.39, 1567, i, -8, 0.85, -0.16, 0.23, -0.59, -1.5, 1086
OCC1(Cc2cccc(Cl)c2)CCCN(Cc2cn[nH]c2C2CCCCC2)C1 (stereo not given)
 : 19%, ., 2.9, 2.2, 8.9, -11%, i, ., ., i, 1, -0.5, -0.22, 0.21, 0.048, 0.0, 1019
COc1cc(C(=O)OC2CSCC2NC(=O)c2ccccc2)cc(OC)c1OC (stereo not given)
 : 16%, ., 3.7, 0.9, 10, -10%, i, -0.38, 1467, i, 11, 0.31, -0.2, 0.7, -0.1, 0.1, 955
Cc1nnsc1NC(=O)OCC(C)(C)C
 : 20%, 10%, 2.5, 1.4, 7.7, 2%, i, -0.62, 1352, i, 4, -0.056, -0.061, -0.12, -0.91, -2.8, 1017
CCOc1ccccc1CNC(=O)CCN1C(=O)COc2ccccc21
 : -8%, -5%, 2.8, 1.6, 19, -25%, i, 0.75, 2027, i, 3, -0.14, -0.21, 0.058, 1.1, 0.2, 1129
CCOC(=O)/C(N=Nc1c(Br)cc(Br)cc1Br)=C(\C)O
 : 7%, 15%, 2.8, 0.6, 12, 6%, i, -0.42, 814, i, -1, -0.39, -0.19, 0.062, 0.51, -0.9, 1201
CC(C)Oc1ccc(C2CC(=O)N(Nc3ccc([N+](=O)[O-])cc3[N+](=O)[O-])C2=O)cc1 (stereo not given)
 : -8%, 3%, ., ., ., -6%, i, 0.17, 1113, ., ., -0.56, -0.25, 0.3, -0.16, 0.6, 1388
CCCOc1ccc(Cc2c(Cl)nc(SC)nc2OC)cc1
 : 6%, 10%, 2.6, 2.7, 6.4, -2%, i, 0.85, 1466, i, 1, -0.84, -0.23, -0.48, 1.3, -2.2, 1104
O=C1CCC(=O)N1c1ccc(CSc2nnnn2C2CCCCC2)cc1
 : -1%, -6%, 6.0, 1.7, 4.0, -17%, i, 0.46, 1173, i, 9, -0.2, -0.27, 0.22, 0.51, -2.9, 730
CC(C)(C)NC(=O)CSc1nncn1NCc1cccc2ccccc12
 : 0%, 12%, 3.6, 2.6, 4.2, -11%, i, -0.9, 942, i, 9, -0.44, -0.028, -0.041, 0.78, -4.6, 1227
Cc1ccccc1OC1C(=O)N(Cc2ccc3c(c2)OCO3)C1c1sccc1C (stereo not given)
 : 7%, -4%, 1.7, 1.2, 6.8, 16%, i, 0.39, 1555, i, -2, 0.16, -0.19, 0.023, -0.22, -0.8, 1382
O=C(c1cc2n(n1)C(C(F)(F)F)CC(c1ccco1)N2)N1CCc2ccccc2C1 (stereo not given)
 : 5%, 15%, 3.4, 3.4, 8.0, -23%, i, -0.36, 1239, i, -3, 0.24, -0.21, 0.12, 0.7, ., .
Cc1cc(/C=N/n2cnnc2)c(C)n1-c1ccc(OCc2ccccc2F)cc1
 : -13%, 14%, 1.2, 1.2, 8.2, 42%, i, -0.12, 1617, i, 2, -0.82, -0.038, -0.33, 0.97, -0.2, 1363
CCOC(=O)c1c(NC(=O)CSc2nnc(CNc3ccc(Cl)cc3)o2)sc(C)c1C
 : 3%, 11%, 3.3, 1.0, 10, -26%, i, -0.97, 594, i, -5, 0.13, -0.21, -0.56, -0.64, -1.6, 1240
COc1ccc(/C=N/NC(=O)C2C3CCCCC32C)cc1OC (stereo not given)
 : -2%, -1%, 3.0, 1.4, 2.8, 47%*, i, -1.1, 1358, i, -29, -0.84, -0.036, -0.4, 0.42, -0.2, 1397
Cc1ccc(-c2noc(-c3c(C)noc3C)n2)cc1
 : 17%, 5%, ., ., ., -3%, i, -0.08, 1401, ., ., -0.52, -0.26, -0.47, 0.58, -4.2, 1209
CCOC(=O)C(CCCOc1ccc(C)cc1)C(=O)OCC
 : 6%, 0%, 1.5, 0.9, 19, -1%, i, 0.18, 969, i, -2, 0.26, -0.22, -0.021, 0.4, ., .
CCOP(=O)(c1ccc(N(C)C)cc1)C(O)c1ccccc1 (stereo not given)
 : -9%, 7%, 2.0, 1.7, 5.2, -12%, i, -0.59, 880, i, 1, -0.076, -0.077, 0.13, 0.43, -1.5, 1117
Cc1ccc(C(=O)n2nc(-c3ccco3)nc2N)cc1
 : 16%, 9%, 2.4, 1.4, 3.9, -21%, i, 0.64, 1590, i, -25, 0.84, -0.23, 0.53, -0.32, -1.8, 1420

A few values from the list:
CC(N=Cc1cccc(O)c1O)c1ccccc1 (stereo not given) @ Dynein cargo inh cell count: -1.3
NS(=O)(=O)c1ccc(CCNC(=O)/C=C/c2ccccc2[N+](=O)[O-])cc1 @ Autophagy HCS cell loss 18 h: -1

Next structures.
Order of results: NOD2 inhibition, P. falciparum M17LAP, MT stabilize HCS, MT stabilize HCS Hoechst-high %, MT stabilize HCS cytotoxicity %, NOD1 NF-kB reporter, Yfh1-off respiration, Insulin prom up, Insulin prom up cell count, Autophagy HCS, Autophagy HCS cell loss 18 h, Dynein cargo inh, Dynein cargo inh cytoplasmic EGFP, Dynein cargo inh nuclear GR-EGFP, Dynein cargo inh cell count, bCat nuc transl, bCat nuc transl cell count 5 µM
CCOC(=O)c1c(NC(=O)C2CCN(S(=O)(=O)c3cccs3)CC2)sc(C)c1C
 : 20%, 0%, 3.4, 2.0, 9.4, -28%, i, -1.7, 1181, i, -10, -0.14, -0.21, -0.26, -1, 1.0, 1082
Cc1ccc(NC(=O)COC(=O)CCc2c[nH]c3ccccc23)cc1[N+](=O)[O-]
 : 9%, 3%, 2.3, 4.1, 7.7, -4%, i, 0.68, 1333, i, -2, 0.39, -0.21, 0.011, 0.0077, -4.4, 1250
CC1(C)CC(=O)C2=C(C1)OC(N)=C([N+](=O)[O-])C2c1ccc(C#N)s1 (stereo not given)
 : 5%, 28%, 2.4, 2.2, 4.8, -22%, i, ., ., i, -9, 0.016, -0.11, -0.033, -0.56, 0.3, 1572
O=[N+]([O-])c1ccc2c(c1)C(N1CCOCC1)/C(=C/COc1ccc3ccccc3c1Br)O2 (stereo not given)
 : -11%, 1%, 4.0, 0.4, 4.0, 0%, i, -5.4, 628, i, -26, -0.7, -0.2, -0.54, 1.2, -2.7, 1061
Nc1cc2c(cc1C(=O)c1ccccc1)OCCO2
 : 13%, 10%, 2.7, 1.0, 5.3, -16%, i, 0.93, 1468, i, 7, -0.084, -0.31, 0.11, -0.091, -2.0, 1359

These rows are one share of the data. The share of hits here may be higher or lower than overall.
